Screens from PubChem BioAssay.
ERAP1 HTS inh: human ERAP1 aminopeptidase inhibitors, primary screen, biochemical, single point, plate reader. Endoplasmic reticulum aminopeptidase 1 (Homo sapiens), Q9NZ08. inhibition, % at 10.7 µM. actives 0.15% (n = 340,000). recombinant ERAP1, Leu-AMC fluorescence, 60 min;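 active means mean replicate inhibition of at least 30%, or all replicates individually reaching that 30% level; inactive means mean below 30% and not every replicate reaching it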;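 further: 0% = neutral control wells and 100% = L-leucinethiol positive control wells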
Target sequence (Q9NZ08 whole entry, looked up): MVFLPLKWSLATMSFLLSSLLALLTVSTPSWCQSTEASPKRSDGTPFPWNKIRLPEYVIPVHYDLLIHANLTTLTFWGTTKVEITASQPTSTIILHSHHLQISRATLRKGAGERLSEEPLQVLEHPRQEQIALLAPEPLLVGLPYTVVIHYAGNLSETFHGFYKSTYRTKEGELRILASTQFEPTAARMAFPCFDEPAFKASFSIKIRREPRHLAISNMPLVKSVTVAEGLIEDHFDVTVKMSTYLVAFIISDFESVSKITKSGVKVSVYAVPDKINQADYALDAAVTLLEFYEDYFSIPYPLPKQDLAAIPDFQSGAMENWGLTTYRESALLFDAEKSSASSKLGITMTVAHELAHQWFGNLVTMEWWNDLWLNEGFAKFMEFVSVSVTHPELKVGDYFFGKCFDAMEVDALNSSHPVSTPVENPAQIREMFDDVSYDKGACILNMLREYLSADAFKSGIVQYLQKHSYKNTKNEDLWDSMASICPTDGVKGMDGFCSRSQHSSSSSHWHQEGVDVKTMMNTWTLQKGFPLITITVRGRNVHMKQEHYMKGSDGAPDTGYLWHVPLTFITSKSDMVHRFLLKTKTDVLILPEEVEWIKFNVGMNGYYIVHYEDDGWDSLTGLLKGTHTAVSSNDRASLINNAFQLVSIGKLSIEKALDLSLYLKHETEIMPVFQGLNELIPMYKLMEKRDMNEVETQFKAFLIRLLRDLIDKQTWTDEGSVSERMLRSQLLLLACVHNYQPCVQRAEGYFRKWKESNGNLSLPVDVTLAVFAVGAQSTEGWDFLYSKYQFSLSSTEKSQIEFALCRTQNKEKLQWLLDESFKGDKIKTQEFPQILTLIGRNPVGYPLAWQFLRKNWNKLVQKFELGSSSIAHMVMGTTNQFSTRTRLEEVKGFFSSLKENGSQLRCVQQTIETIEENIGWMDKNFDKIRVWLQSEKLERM
S100A4 MyoIIA: inhibitors of S100A4-myosin IIA peptide binding, primary screen, biochemical, fluorescence polarization, TAMRA-MyoIIA peptide; Protein S100-A4 (Homo sapiens), P26447; actives 0.14% (n = 360,000); inhibition, % at 10.7 µM;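 active means mean inhibition of at least 70% across replicates, with every replicate also reaching that level; inconclusive means mean inhibition reaches 70% but some replicates fall short; inactive means mean inhibition below 70%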
Target sequence (P26447 whole entry, looked up): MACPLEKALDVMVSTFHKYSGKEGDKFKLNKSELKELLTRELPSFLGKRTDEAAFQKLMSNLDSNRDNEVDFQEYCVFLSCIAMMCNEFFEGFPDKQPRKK
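Test system – S100A4 monomer (human) · Compound – single-point compound testing · Schedule – 5 min incubation before reading · Probe or stimulus – TAMRA-labelled myosin IIA heavy-chain peptide probe, 5 nM · Benchmarks – neutral control DMSO, positive control TFP · Medium – Calcium-containing HEPES buffer, pH 7.2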
LGR2 inh: inhibitors of bursicon-induced LGR2 CRE-luciferase signal, primary screen, cell-based, HEK293, CRE-luciferase reporter, bursicon stimulation; AID 720647, 2013; bursicon-stimulated, 4 h; actives 0.35% (n = 380,000); inhibition, % at 9.99 µM; Drosophila bursicon receptor LGR2 (rickets);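 active means drop in luminescence signal, shown as inhibition above about 50% in the replicate tests, limit read from the data, passing the limit was not always enough; inconclusive means probably only some replicates passing the limit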;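 further: agonist challenge used bursicon conditioned medium at about half maximal strength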
PAX8 inh HTS: inhibitors of PAX8-driven TPO luciferase reporter, primary screen, RMG-I cells, single concentration; inhibition, % at 12.6 µM; SteadyGlo, 24 h; actives 1.2% (n = 360,000);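 active means mean replicate inhibition at least 60% with every replicate also reaching 60%; inconclusive means only one of the two criteria is met; inactive means mean below 60% and not all replicates reaching 60%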;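 further: luciferase light reporting Pax8 driven TPO promoter activity; plate controls were median of neutral control wells for no effect and mitoxantrone controls for full effect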
EWS-Fli block: EWS/Fli-driven NR0B1 reporter inhibitors, primary screen, A673 cells, NR0B1 luciferase, luminescence, MLPCN library. viability-normalised. inhibition, % at 12.6 µM. actives 0.67% (n = 350,000). AID 651661, 2012;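 active means mean inhibition of at least 50% after viability correction, with every replicate also passing that limit; inconclusive means mean reaches 50% but only one of two replicates passes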;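 further: firefly luciferase signal divided by Alamar Blue viability fluorescence both relative to DMSO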
PglD DTNB: C. jejuni PglD acetyltransferase inhibitors, primary screen, biochemical, DTNB colorimetric, single point; purified PglD enzyme, DTNB colorimetric CoA detection; UDP-N-acetylbacillosamine N-acetyltransferase PglD (Campylobacter jejuni); actives 0.098% (n = 360,000); inhibition, % at 12.5 µM; in the data active means inhibition above about 16%, passing the limit was not always enough; inconclusive means no clear call, values can overlap the other calls; further: strong numbers were not always called active
PGC1a acetyl inh: inhibitors of PGC1a acetylation signal, primary screen, cell-based, U2OS, AlphaScreen, inhibitor mode; actives 0.17% (n = 350,000); AID 651687, 2012; inhibition, % at 15.6 µM; AlphaScreen anti-acetyl-lysine; with virally co-expressed GCN5 acetyltransferase;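 active means every replicate shows inhibition of at least 40%; inconclusive means mean inhibition at least 40% but some replicate below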;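 further: 0% = neutral control wells and 100% = positive control wells; some results beyond the cut were filed as inactive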
FN deposit inh: inhibitors of fibronectin matrix deposition, primary screen, AH1F cells, Alexa488-fibronectin fluorescence, plate reader; inhibition, % at 12.6 µM; AH1F fibroblasts, overnight; actives 0.086% (n = 350,000);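 active means mean inhibition across replicates of 30% or more, regardless of how many single replicates reach that level; inconclusive means mean under 30% yet at least half of replicates reach 30%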;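 further: positive control wells lacked labelled fibronectin entirely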
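Material – AH1F fibroblast monolayer, labelled fibronectin deposition · Reagent – labelled fibronectin 24 nM · Timing – 1 h adhesion, overnight exposure · Measured by – fluorescence at 485 nm excitation, 525 nm emission · Read-out – inhibition of fibronectin deposition signal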
The depositor's hits bear a star; ? = inconclusive; · = not tested or not shown; & = joins results of further samples. Outcome played no part in choosing rows; about 2.1% have a hit in one of these screens.

SMILES	ERAP1 HTS inh	S100A4 MyoIIA	LGR2 inh	PAX8 inh HTS	EWS-Fli block	PglD DTNB	PGC1a acetyl inh	FN deposit inh
CN(Cc1cn(Cc2ccccc2)nn1)C1CN(Cc2cn(Cc3ccccc3)nn2)S(=O)(=O)C1 (stereo unspecified)	·	2	-8	-26	-3	·	·	16
C/C=C/c1ccc([C@H]2[C@@H](CO)N(CC3CCCC3)C23CN(C(=O)COC)C3)cc1	-2	-6	2	·	-2	·	-11	1
Cc1nnc(SCC2=C(C(=O)O)N3C(=O)C(NC(=O)C(C)n4nc(C(F)(F)F)cc4C)C3SC2)s1 (stereo unspecified)	2	2	18	-1	2	·	5	-6
COc1ccc2c3c([nH]c2c1)[C@H](CO)N(C(=O)Nc1ccc(F)cc1)CC31CCN(S(=O)(=O)c2cccc(F)c2)CC1	-3	-6	14	·	6	·	·	·
COc1ccc(OCC(=O)Nc2nc3c(s2)CCCC3)cc1	0	4	-9	-11	·	-2	-8	-6
Cc1ccc(S(=O)(=O)N(C)C[C@@H]2Oc3ccc(NS(=O)(=O)c4ccccc4)cc3CC(=O)N([C@@H](C)CO)C[C@H]2C)cc1	·	·	11&-6	-10	0	0	·	0
COc1ccc(C2=NOC(C(=O)NCc3ccco3)C2)cc1 (stereo unspecified)	·	·	-8	·	·	0	2	17
COc1cc(/C=N/Nc2nc(N3CCCC3)nc(N3CCCC3)n2)ccc1O	·	·	-14	·	·	-168	-11	10
C[C@@H]1CN([C@@H](C)CO)C(=O)Cc2cc(NS(=O)(=O)c3cn(C)cn3)ccc2O[C@H]1CN(C)CC1CC1	0	-5	-19	·	-9	-6	8	0
C[C@H]1CCCCO[C@H](CN(C)CC2CC2)[C@@H](C)CN([C@@H](C)CO)C(=O)c2cc(NS(=O)(=O)c3ccc(F)cc3)ccc2O1	0	-3	-5	-17	·	6	5	·
O=C(N/N=C/c1ccncc1)c1cccc([N+](=O)[O-])c1	0	-3	-14	4	17	·	·	-7
COc1ccccc1C(CNC(=O)c1cccc(NS(=O)(=O)c2ccc(C)c(F)c2)c1)N1CCCC1 (stereo unspecified)	1	-8	2	12	2	2	·	-3
COc1ccc(S(=O)(=O)N(C)C[C@H]2Oc3c(NC(=O)C4CC4)cccc3C(=O)N([C@@H](C)CO)C[C@@H]2C)cc1	-3	-12	-10	·	-5	-4	-6	·
Cn1c2c(c(=O)[nH]c1=O)C(NC(=O)c1ccco1)(C(F)(F)F)C(=O)N2 (stereo unspecified)	·	·	·	2	·	-1	35	-1
CC(O)Cn1nc([N+](=O)[O-])nc1N (stereo unspecified)	0	-5	20	4	-21	-2	1	-6
CC(=O)N1c2ccc(S(=O)(=O)N(C)Cc3ccco3)cc2CC1C (stereo unspecified)	3	-1	5	-13	·	-1	1	18
CC(C)NC(=O)Nc1ccc2c(c1)C(=O)N([C@H](C)CO)C[C@H](C)[C@@H](CN(C)C(=O)Nc1ccc(F)cc1)OCCCC[C@H](C)O2	2	0	7	4	-2	2	3	-5
O=C(COC(=O)c1ccc(F)c(S(=O)(=O)N2CCOCC2)c1)NCc1ccco1	2	-6	14	·	1	0	-2	8
COCC#Cc1ccc2c(c1)O[C@H](CN(C)Cc1cccnc1)[C@H](C)CN([C@@H](C)CO)S2(=O)=O	3	11	13	8	37	-1	0	4
CCc1ccc(-n2c(SCC(=O)N3Cc4ccccc4CC3C(=O)O)nnc2-c2ccncc2)cc1 (stereo unspecified)	13	-1	-15	-12	1	1	6	-4
O=C(Cn1c(=O)oc2cc(S(=O)(=O)N3CCOCC3)ccc21)N1CCc2ccccc2C1	4	-2	-9	1	3	1	4	4
CCOC(=O)CC1C(=O)NCCN1S(=O)(=O)c1ccc(C)cc1 (stereo unspecified)	-1	-4	-4	5	5	1	-52	-21
COc1ccc(-c2nc(N)nc(C(F)(F)F)c2-c2ccccc2OC)c(O)c1	1	-4	17	7	19	6	-3	2
Cc1ccc(Cc2cnc(N3C(=N)SC(c4ccccc4)C3=O)s2)cc1 (stereo unspecified)	·	·	?	3	-11	1	-2	·
COc1ccc(S(=O)(=O)NNc2nc(C)cc(C)n2)cc1[N+](=O)[O-]	-5	-5	1	-1	-11	-4	1	·
Next section:
SMILES	ERAP1 HTS inh	S100A4 MyoIIA	LGR2 inh	PAX8 inh HTS	EWS-Fli block	PglD DTNB	PGC1a acetyl inh	FN deposit inh
C[C@@H]1CCCCO[C@H](CN(C)C(=O)Nc2cccc3ccccc23)[C@H](C)CN([C@H](C)CO)C(=O)c2cc(NS(=O)(=O)c3cn(C)cn3)ccc2O1	·	·	38	-2	4	3	8	·
N=c1n(CC(=O)O)c2ccccc2n1Cc1ccccc1Cl	·	·	·	0	·	0	-4	17
COc1ccc(NC(=O)[C@@H]2CCCN2S(=O)(=O)c2ccccc2F)cc1S(=O)(=O)N1CCCCC1	-5	-4	0	11	5	-3	-2	3
O=C(C[C@@H]1C=C[C@H](NC(=O)Nc2cc(F)ccc2F)[C@@H](CO)O1)Nc1ccc(-c2ccccc2)cc1	-1	-2	-33	·	-7	-4	-5	3
COc1ccccc1CNc1nc(NCc2ccccc2OC)c2sccc2n1	-3	6	31	3	3	9	8	12
CCN(CC)CCn1c(NS(=O)(=O)c2ccc(C)cc2)nc2ccccc21	1	-6	-4	0	7	0	-6	1
CC(=O)O[C@H]1C(=O)[C@@]2(C)[C@H]([C@H](OC(=O)c3ccccc3)[C@]3(O)C[C@H](OC(=O)[C@H](O)[C@@H](NC(=O)c4ccccc4)c4ccccc4)C(C)=C1C3(C)C)[C@]1(OC(C)=O)CO[C@@H]1C[C@@H]2O	-3	2	10	26	65*	-1	·	23
C[C@H](CO)N1C[C@H](C)[C@H](CN(C)C(=O)Nc2ccc(F)cc2)Oc2ccc(N(C)C)cc2CC1=O	-3	24	-1	-4	-9	-2	-7	·
CC(=O)N(C(C)=O)c1ccc(Oc2ccc(Oc3ccc(N(C(C)=O)C(C)=O)cc3)cc2)cc1	-1	-4	-29	-3	-27	0	-3	2
C[C@H](CO)N1C[C@H](C)[C@H](CN(C)Cc2ccncc2)OCCCC[C@H](C)Oc2ccc(NS(C)(=O)=O)cc2C1=O	·	·	10	6	0	·	1	·
O=C(O)CCCN1C(=O)C(=O)/C(=C(/O)c2ccccc2)C1/C=C/c1ccccc1 (stereo unspecified)	-1	-1	-7	2	3	·	3	13
O=C(CSc1nnc(Cn2c(=O)sc3ccccc32)n1-c1ccccc1)N1CCOCC1	7	6	-2	·	-10	1	-10	·
COc1ccccc1CNC(=O)C[C@@H]1CC[C@@H]2[C@H](COC[C@H](O)CN2Cc2cccc(-c3ccncc3)c2)O1	1	2	23	20	14	2	-2	-6
CC1(NC(=O)c2cccc(S(=O)(=O)N3CCN(c4ccccc4)CC3)c2)CCS(=O)(=O)C1 (stereo unspecified)	1	7	-11	-24	10	·	·	-2
COCC(=O)Nc1ccc2c(c1)OC[C@H](C)N(C(=O)c1ccccc1F)C[C@@H](C)[C@H](OC)CN(C)C2=O	3	10	-11	·	2	-1	4	14
N#C[C@@H]1[C@@H](c2ccccc2C2=CCCCC2)[C@H](CO)N1S(=O)(=O)c1ccccc1	-1	?	38	3	-2	·	9	-11
C[C@H](CO)N1C[C@H](C)[C@@H](CN(C)C(=O)CN(C)C)Oc2cc(-c3ccc(C#N)cc3)ccc2S1(=O)=O	0	-2	-8	·	3	1	-3	2
CCC(=O)N1CC(=O)N2[C@H](C1)[C@@H](c1ccc(C#Cc3cccnc3)cc1)[C@@H]2CO	0	4	19	-40	-12	·	11	·
CCNc1nc(Cl)nc(-c2cn(-c3ccccc3)c3ccccc23)n1	5	3	-14	18	19	·	·	10
O=C(N[C@H]1CC[C@H](CCNS(=O)(=O)c2ccc(F)cc2)O[C@@H]1CO)c1cccnc1	0	-6	26	5	0	3	-2	·
CCC(=NCCc1c(C)[nH]c2ccc(C)cc12)C1=C(O)CC(c2ccccc2)CC1=O (stereo unspecified)	-2	-1	-2	37	·	·	·	-5
N#Cc1ccc(CSc2nnc(-c3c[nH]c4ccccc34)n2-c2ccccc2)cc1	3	3	36	53	15	·	-9	-1
Cc1[nH]c2ccccc2c1SCc1n[nH]c(=S)n1C	·	-18	3	-10	0	1	2	8
Cc1ccc(-c2csc3ncn(CC#N)c(=O)c23)cc1C	2	-2	20	9	0	4	-12	-3
COc1cc(/C=C/C(=O)NC(C)C2CC3CCC2C3)cc(OC)c1OC (stereo unspecified)	-3	?	4	-5	8	0	-19	-1

The list goes on, overlapping the part above by 4 compounds.
SMILES	ERAP1 HTS inh	S100A4 MyoIIA	LGR2 inh	PAX8 inh HTS	EWS-Fli block	PglD DTNB	PGC1a acetyl inh	FN deposit inh
N#Cc1ccc(CSc2nnc(-c3c[nH]c4ccccc34)n2-c2ccccc2)cc1	3	3	36	53	15	·	-9	-1
Cc1[nH]c2ccccc2c1SCc1n[nH]c(=S)n1C	·	-18	3	-10	0	1	2	8
Cc1ccc(-c2csc3ncn(CC#N)c(=O)c23)cc1C	2	-2	20	9	0	4	-12	-3
COc1cc(/C=C/C(=O)NC(C)C2CC3CCC2C3)cc(OC)c1OC (stereo unspecified)	-3	?	4	-5	8	0	-19	-1
COc1cccc(-c2ccc([C@@H]3[C@@H](CO)N4CCCCN(Cc5cncnc5)C[C@@H]34)cc2)c1	·	·	-24	-6	-3	-1	-3	·
COc1ccc(C2(C)NC(=O)N(CC(=O)Nc3c(C)n(C)n(-c4ccccc4)c3=O)C2=O)cc1 (stereo unspecified)	4	1	-2	-4	-4	3	·	-2
O=C(NCC(=O)N(CC1CCCO1)C(C(=O)NC1CCCCC1)c1ccc(F)cc1)c1ccco1 (stereo unspecified)	·	·	·	6	·	5	0	-8
COCCn1nnnc1CN1CCN2CCCC2C1 (stereo unspecified)	-1	0	-7	·	3	5	-15	·
O=C(C[C@@H]1CC[C@@H](NC(=O)Nc2ccc3c(c2)OCO3)[C@@H](CO)O1)NCc1ccc2c(c1)OCO2	-1	-7	-9	-16	-12	-3	2	·
COc1cccc(-c2ccc3c(c2)[C@H]2[C@H](CCN2C(=O)Cc2ccncc2)[C@H](CO)N3C)c1	1	-4	-3	-8	-3	-14	-25	0
CO[C@H]1CN(C)C(=O)c2ccc(NC(C)=O)cc2OC[C@H](C)N(C(=O)C2CCOCC2)C[C@@H]1C	0	50	-5	-44	-3	·	2	-2
CS(=O)(=O)N1CCN(c2ccc(NC(=S)NC(=O)c3cccs3)cc2)CC1	-1	2	·	-11	6	·	-12	-1
CC1(C)C2CCC1(CS(=O)(=O)N1CCN(c3ccccc3F)CC1)C(=O)C2 (stereo unspecified)	-2	-4	30	18	7	1	-2	0
